# ALOX12 inh = Primary qHTS assay for inhibitors of human arachidonate 12S-lipoxygenase (ALOX12): Round 2 | Polyunsaturated fatty acid lipoxygenase ALOX12 (Homo sapiens), P18054 | purified 12hLO, xylenol orange hydroperoxide absorbance | Potency, µM (doses to about 108 µM), without a hit: at the highest dose activity change, negative = inhibition, hits mostly inhibitors | hit rate 1.1% among 580,000 | AID 1671190, 2021; note: potency is the fitted concentration of half-maximal effect; % is set by controls: 0 for no effect and ±100 for the full control effect
#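 Purified human 12hLO at 150 nM in 25 mM Hepes, 0.01% Triton X-100, pH 7.0, preincubated 15 min at room temperature with compound. Reaction started with 40 uM arachidonic acid, 30 min at room temperature. Hydroperoxide measured by Fe-xylenol orange, 573/405 nm absorbance ratio.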
# PI4K2A block = qHTS for small molecular inhibitors of PI4K2A | purified PI4K2A, ADP-Glo luminescence, 1 h; active compounds read low | activity change, negative = inhibition, % at 76.9 µM | hit rate 0.13% among 420,000 | AID 1346378, 2018; in the data active = activity change below about -50%; inconclusive = mostly about -30% to -49%;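 note: -100% = wells without enzyme as full effect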
#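 In this quantitative HTS, ADP production by PI4K2A was quantified luminescently after 1 h at ambient temperature; 100 microM adenosine served as plate-quality control.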
# G9a block = qHTS Assay for Inhibitors of Histone Lysine Methyltransferase G9a; G9a H3K9 monomethylation, AlphaScreen, 2 h; AID 504332, 2011; Histone-lysine N-methyltransferase EHMT2 (Homo sapiens), Q96KQ7; hit rate 8.8% among 350,000; Potency, µM (series often up to 102 µM), inactives show at the top dose activity, negative = inhibition, usual class: inhibitors; note: potency is the fitted concentration of half-maximal effect; % is set by controls: 0 for no effect and ±100 for the full control effect; nearly all actives have a fitted effect of over 75% in size
#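 Chemiluminescent proximity detection of H3K9 monomethylation, read after 10 min bead incubation in the dark. Reaction: 20 nM G9a, 500 nM biotin-H3K9 peptide, 20 uM SAM cofactor, 2 h, room temperature, following 15 min enzyme-compound preincubation.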
# HP1b chromo inh = HTS for Inhibitors of HP1-beta Chromodomain Interactions with Methylated Histone Tails; AlphaScreen HP1-beta / biotin-H3K9me3 peptide binding; Potency, µM (titrated, usually from 114 µM), for inactives: at the highest dose activity change, negative = inhibition, hits mostly inhibitors; hit rate 0.56% among 390,000; note: potency is the fitted concentration of half-maximal effect; nearly all actives have a fitted effect of over 70% in size; inactives centre near 23
# Target sequence (P83916 whole entry, looked up): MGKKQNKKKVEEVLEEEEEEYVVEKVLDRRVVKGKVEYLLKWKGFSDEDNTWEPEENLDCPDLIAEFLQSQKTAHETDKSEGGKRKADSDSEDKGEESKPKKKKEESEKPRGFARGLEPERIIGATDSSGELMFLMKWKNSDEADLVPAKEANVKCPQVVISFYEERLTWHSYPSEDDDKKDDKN
#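 HP1-beta protein (50 nM final) preincubated 30 min at room temperature with biotinylated H3(1-18)K9me3 peptide (50 nM) in PBS pH 7.4, 0.01% Tween-20, then compound added for 30 min. AlphaScreen streptavidin donor/nickel chelate acceptor beads (10 ug/mL final), 30 min dark, luminescence read.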
# BAZ2B inh = qHTS Assay for Inhibitors of BAZ2B; Bromodomain adjacent to zinc finger domain protein 2B (Homo sapiens), Q9UIF8; AID 504333, 2011; AlphaScreen BAZ2B-H3K14Ac peptide displacement; hit rate 4.4% among 360,000; Potency, µM (top dose mostly 114 µM), for the others: at the top dose activity change, negative = inhibition, actives largely listed as inhibitors; note: potency is the fitted concentration of half-maximal effect; % is set by controls: 0 for no effect and ±100 for the full control effect; nearly all actives have a fitted effect of over 60% in size
#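 In this displacement format the biotinylated H3(5-23) peptide acetylated at Lys14 serves as ligand at 50 nM, with BAZ2B at 50 nM in PBS pH 7.4 containing 0.01% Tween-20. Donor and acceptor beads are 10 ug/mL final.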
# ERG-DNA inh = qHTS for Small Molecule Inhibitors of the ERG Ets/DNA interaction | hit rate 0.028% among 370,000 | AID 624246, 2012 | Potency, µM (series often up to 76.9 µM), for the others: at the highest dose FP activity, negative = inhibition, hits mostly inhibitors | fluorescence polarization, His-ERG Ets domain / labelled DNA; active = well fitted inhibition curve with a large enough effect in the polarisation, with a control signal flat; inconclusive = small, poorly fitted or top-dose-only effect, or effect the other way, or a change in a side signal; inactive = no such curve, though single readings can be large or run the other way; the % refers to the polarisation;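 note: polarization taken with two DNA probes labelled with fluorescein and Texas red; potency is the fitted concentration of half-maximal effect; % of control where 0% means no effect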
#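 His-tagged ERG Ets domain (1 uM in the protein solution; 300mM KCl, 50mM Tris-HCl, 1mM EDTA, 1mM DTT, pH 7.5) received compound, then a probe mix of 5 nM fluorescein-DNA and 100nM Texas-615-DNA. Fluorescence polarization was read for both dyes.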
# JMJD2A Tudor inh = qHTS Assay for Inhibitors of JMJD2A-Tudor Domain | hit rate 4.4% among 390,000 | AlphaScreen JMJD2A-Tudor / H3K4me3 peptide binding | Lysine-specific demethylase 4A (Homo sapiens), O75164 | Potency, µM (highest dose often 114 µM), without a hit: at the highest dose activity change, negative = inhibition, most hits filed as inhibitors; note: potency is the fitted concentration of half-maximal effect; % is set by controls: 0 for no effect and ±100 for the full control effect; nearly all actives have a fitted effect of over 50% in size
# GLS inh = qHTS for Inhibitors of Glutaminase (GLS); hit rate 0.21% among 410,000; GLS enzymatic activity, qHTS titration; Potency, µM (highest dose often 45.5 µM), for inactives: top-dose activity change, negative = inhibition, actives largely listed as inhibitors; note: potency is the fitted concentration of half-maximal effect; % is set by controls: 0 for no effect and ±100 for the full control effect
# Target sequence (O94925 whole entry, looked up): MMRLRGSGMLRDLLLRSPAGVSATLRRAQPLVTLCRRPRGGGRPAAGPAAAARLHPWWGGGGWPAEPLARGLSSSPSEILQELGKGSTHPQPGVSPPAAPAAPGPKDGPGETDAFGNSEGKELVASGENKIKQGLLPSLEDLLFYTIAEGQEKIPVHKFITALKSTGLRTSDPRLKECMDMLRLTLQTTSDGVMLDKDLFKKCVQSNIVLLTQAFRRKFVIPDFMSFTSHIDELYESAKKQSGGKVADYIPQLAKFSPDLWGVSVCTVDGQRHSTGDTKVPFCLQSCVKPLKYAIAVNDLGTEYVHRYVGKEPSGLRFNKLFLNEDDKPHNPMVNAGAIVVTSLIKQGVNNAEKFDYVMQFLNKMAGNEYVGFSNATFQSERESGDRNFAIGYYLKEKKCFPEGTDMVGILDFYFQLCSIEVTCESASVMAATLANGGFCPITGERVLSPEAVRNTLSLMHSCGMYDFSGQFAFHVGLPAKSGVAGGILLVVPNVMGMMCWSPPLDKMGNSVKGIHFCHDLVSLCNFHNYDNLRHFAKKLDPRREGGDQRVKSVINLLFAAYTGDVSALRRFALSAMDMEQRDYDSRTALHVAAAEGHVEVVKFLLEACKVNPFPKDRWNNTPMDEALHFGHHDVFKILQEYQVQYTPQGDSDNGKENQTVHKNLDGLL
#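 Enzyme dispensed in phosphate buffer (45 mM, pH 8.2, 0.02% Tween-20), compounds pinned in, then 1 mM L-glutamine solution and the glutamate oxidase–HRP–Amplex Red mix added; fluorescence read immediately and again after 30 min at room temperature.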
# RGS4 inh = Inhibitors of Regulator of G Protein Signaling (RGS) 4: qHTS. Transcreener GDP fluorescence polarization, RGS4-accelerated GTP hydrolysis. Regulator of G-protein signaling 4 (Homo sapiens), P49798. AID 504845, 2011. Potency, µM (highest dose often 114 µM), inactives show at the top dose activity change, negative = inhibition, actives largely listed as inhibitors. hit rate 0.039% among 390,000; note: potency is the fitted concentration of half-maximal effect; % is set by controls: 0 for no effect and ±100 for the full control effect; nearly all actives have a fitted effect of over 75% in size; some results filed as inactive show a strong effect at the top dose
# Target sequence (P49798 whole entry, looked up): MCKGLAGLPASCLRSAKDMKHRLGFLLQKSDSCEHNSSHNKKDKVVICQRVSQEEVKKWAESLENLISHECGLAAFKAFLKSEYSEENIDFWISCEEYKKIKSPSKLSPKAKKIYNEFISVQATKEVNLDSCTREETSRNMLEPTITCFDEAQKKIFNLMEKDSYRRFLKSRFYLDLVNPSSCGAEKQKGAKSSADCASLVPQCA
#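 MLSMR compounds (23 nl, pin-transferred) preincubated 10 min at room temperature with a 500nM (2x) first reagent, then RGS4 at 900nM (2x) plus Transcreener GDP mix added; fluorescence polarization (620/688 nm) read before and after 90 min at 30 °C.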
# * hit, by the source's call; ? = inconclusive; . = no result given; & = joins results of further samples; [ ] = remark or other dose. Unless noted, calls come from the whole dose curve; as a rule, active = well fitted curve in the direction sought with a large enough effect; inconclusive = small, poorly fitted or top-dose-only effect, or another doubt; inactive = no such curve, though single readings can be large; an effect the other way counts as inactive or inconclusive. Not all compounds are listed; rates above refer to the full screens.
SMILES,ALOX12 inh,PI4K2A block,G9a block,HP1b chromo inh,BAZ2B inh,ERG-DNA inh,JMJD2A Tudor inh,GLS inh,RGS4 inh
CCNc1nc(ON=C(C)C)nc(N(C)C)n1,11%,0,17%,37%,3%,-2%,-3%,-1%,4%
CCOc1ccc(C2C=C(c3ccccc3)Nc3nnnn32)cc1 (configuration not stated),-14%,1,50µM*,65%[activator],7%,-5%,-7%,19%,27%
COc1ccc(-c2noc(CN(C(=O)c3cc(OC)c(OC)cc3OC)C(C)C)n2)cc1,-10%,1,-23%[59 µM],17%,?,-11%,-23%,0%,-2%
CC(C)OC(=O)c1cc2c(ccn2C)n1CC(=O)N(Cc1ccccc1)c1ccccc1,?,4,25µM*,?,25µM*,-4%,18µM*,18%,3%
O=C(CCOc1ccccc1)N(Cc1cccnc1)c1nc2c(Cl)cccc2s1,-17%,2,?,21%,-9%,0%,-23%,3%,?
COC(=O)c1ccc(NC(=O)c2cccc(OC)c2)cc1,0%[57.4 µM],-51*,?,47%,?,-4%,17%,-6%,-1%
CCOc1cccc(N2C(=O)CC(N3CCC(C(N)=O)(N4CCCCC4)CC3)C2=O)c1 (configuration not stated),-4%,7,?,35%,11%,-2%,-11%,6%,9%
CCC(C)(C)NC(=O)C(c1ccc(O)cc1)N(C(=O)Cn1nnc2ccccc21)c1ccc(NC(C)=O)cc1 (configuration not stated),28%,-3,9%,0%,-12%,7%,-2%,-7%,9%
COc1cc(/C=N/NS(=O)(=O)c2ccc(C(C)(C)C)cc2)cc([N+](=O)[O-])c1O,?,-5,18µM*,?,?,-9%,56µM*,-12%,-24%
C[C@H]1CN([C@@H](C)CO)C(=O)c2cccc(NC(=O)c3ccc(-c4nccs4)cc3)c2O[C@@H]1CN(C)C(=O)NC1CCCCC1,-12%,-1,.,37%,.,0%,-18%,0%,6%
COc1cccc(Oc2ncnc(N)c2[N+](=O)[O-])c1,2%,5,4%,45%[activator],0%,8%,-15%,-17%,-4%
CC(C)C(=O)Nc1nnc(SCc2cccc(F)c2)s1,7%,2,2%,50%[activator],5%,-11%,2%,2%,6%
COc1ccc(NS(=O)(=O)c2ccc(Oc3ncccn3)cc2)cc1,148%[activator],-7,9%,6%,7%,-2%,-14%,24%,12%
CCc1nnc(NS(=O)(=O)c2ccc(N)cc2)s1,-18%,-6&2,-7%[12.7 µM],50%[activator],3%,-14%,-6%,7%&1%,-19%
CC(=O)N1CCc2nc3sc(C(=O)c4ccc(F)cc4)c(N)c3c(C(F)(F)F)c2C1,-5%,-3,-29%[59 µM],-6%,50µM*,2%,?,5%,-1%
CCOc1cc(CNCCSc2nnnn2C)cc(Br)c1OCc1ccc(F)cc1,-10%,4,22%[59 µM],75%[activator],-6%,3%,9%,-2%,-12%
Cn1nccc1C(=O)N1CCCC(C(=O)c2cccc3ccccc23)C1 (configuration not stated),-7%,-9,4%,10%,3%,-9%,0%,10%,28%
Cc1ccc([N+](=O)[O-])c(NC2OC(CO)C(O)C2O)c1 (configuration not stated),-7%,-3,11%,18%,-2%,-4%,-7%,10%,19%
COc1ccc(CN(CC(=O)NCC2CCCO2)C(=O)CCC(=O)Nc2cc(C)on2)cc1 (configuration not stated),-20%,3,?,37%,6%,-10%,1%,4%,-8%
Oc1[nH]c(=S)sc1C=C1N=c2ccccc2=N1,0%,-5,?,-3%,-33%,14%,-28%,1%,3%
CCOc1cc(S(=O)(=O)n2cc(-c3ccc(F)cc3)c(N)n2)cc(OCC)c1OCC,12%,3,-1%[12.7 µM],26%,0%,-1%,-19%,-1%,-8%
O=C(c1ccc(Cl)c(S(=O)(=O)N2CCCCC2)c1)N1CCCC(C(F)(F)F)C1 (configuration not stated),185%[activator],-1,25%[59 µM],21%,8%,-4%,0%,3%,47%
Clc1ccc2oc(SCc3cccnc3)nc2c1,.,-1,24%,42%[activator],8%,-5%,10%,11%,19%
Cc1ccc(S(=O)(=O)NCCc2nnc3ccc(SCC(=O)Nc4ccc(OC(F)(F)F)cc4)nn23)cc1,-18%,-3,-3%[59 µM],33%,-1%,0%,-3%,4%,-4%
COC(=O)c1c(C)sc(-c2c(-c3ccc4c(c3)OCCO4)[nH]c3c2c(=O)[nH]c(=O)n3C)c1O,-20%,12,-5%[59 µM],18%,-7%,46%[activator],-14%,1%,-4%
CCCCNS(=O)(=O)C1CCS(=O)(=O)C1 (configuration not stated),9%,-13,42%[12.7 µM],26%,3%,0%,14%,9%,8%
Cc1cc(F)ccc1NS(=O)(=O)c1c(C)nc2scc(C)n2c1=O,5%&-17%,-3&2,18%,14%&27%,10%&-6%,5%&0%,-11%&-9%,13%&1%,15%&-4%
CCC(C)N1CCC2(CC1)N=c1c(c3c4c5c(C)c(O)c3c(O)c1=NC(=O)C(C)=CC=C[C@H](C)[C@H](O)[C@@H](C)[C@@H](O)[C@@H](C)[C@H](OC(C)=O)[C@H](C)[C@@H](OC)C=CO[C@@](C)(O5)C4=O)N2 (some centres not stated),-12%,-10,?,-24%,50µM*,2%,?,-1%,-5%
O=C(CSc1nnc(-c2cccs2)o1)Oc1ccccc1,-19%,-2,?,12%,-18%,-9%,-18%,3%,-10%
O=[N+]([O-])c1ccc(-c2nnc3cccc(Cl)n23)cc1,0%,1,35µM*,22%,?,-10%,56µM*,?,39%[56.9 µM]
CC(Oc1ccc(Cl)cc1)C(=O)N1CCCc2ccccc21 (configuration not stated),?,-2,33%,41%[activator],17%,1%,3%,9%,17%
O=C(O)c1ccccc1NCCO,-4%,-7,50µM*,15%,.,-13%,-16%,8%,9%
C#Cc1ccc([C@@H]2C=C(C(=O)O)O[C@H](OCc3ccc(CO)cc3)C2)cc1,-30%,-2,?,13%,-34%,1%,-22%,1%,-1%
CCOC(=O)C1CCCN(C(=O)CNC(=O)c2ccc(Br)o2)C1 (configuration not stated),-4%,-2,.,39%[activator],.,18%,-2%,3%,22%
O=c1c2c(ncn1Cc1ccccc1)nc1n2CCC1,-13%,-4,22%[59 µM],37%,3%,2%,2%,-5%,-6%
O=C(NCCc1ccccc1)C1CCCN(C(=O)NC2CCCCC2)C1 (configuration not stated),0%,6,15%[59 µM],27%,11%,-2%,-7%,0%,2%
Cc1nc2nc(C(F)(F)F)[nH]n2c(=O)c1Cc1ccccc1,11%&8%,0,6%[59 µM],21%,1%,2%,12%,8%,8%
Cc1ccc(S(=O)(=O)N2CCC(N3CCC(C)CC3)CC2)cc1,?,-6,25µM*,?,?,4%,1.6µM*,-3%,-16%
CCCCc1ccc(NC(=S)NCCO)cc1,?,0,.,-1%,-14%,-4%,-15%,9%,-4%
COc1cc(/C=C(/C#N)C(=O)Nc2ccccc2)ccc1OCc1ccc(C(=O)O)cc1,-14%,-1,?,-10%,56µM*,6%,56µM*,-4%,-25%
CCCC(=O)Nc1ccc(C(=O)N/N=C2\CC(=O)CC(C)(C)C2)cc1,16%,2,7%[59 µM],23%,?,10%,-20%,9%,-31%
CCOc1cc(CNCCO)cc(Br)c1OCc1ccccc1Cl,?,-10,-42%[12.7 µM],14%,1%,3%,-10%,13%,-2%
O=C(OCC(=O)N1CCCc2ccccc21)c1cccc(S(=O)(=O)N2CCOCC2)c1,-13%,1,?,18%,-7%,-1%,-21%,1%,2%
CCOC(=O)c1ccc(N=c2sc(C(=O)OC)cc(=O)n2Cc2ccc3c(c2)OCO3)cc1,26%,-15,-3%,-2%,-7%,-1%,-29%,2%,-24%
Cc1nnsc1C(=O)NNS(=O)(=O)c1ccccc1,0%,-3,-41%[12.7 µM],0%,?,7%,?,26%,-16%
Cc1ccccc1Oc1nc2c(C)cccn2c(=O)c1/C=C(\C#N)C(=O)NC1CCS(=O)(=O)C1 (configuration not stated),-29%,-3,.,4%,-39%,7%,-34%,?,?
O=C(Cn1c(=O)c2cccn2c2ccc(F)cc21)N1CCN(c2ccc(F)cc2)CC1,-8%&-27%,-6&-3,-7%[59 µM],14%&25%,?,1%&6%,-16%&-20%,-7%&-5%,-18%&7%

# With a hit mark in PI4K2A block, among the entries above:
SMILES,ALOX12 inh,PI4K2A block,G9a block,HP1b chromo inh,BAZ2B inh,ERG-DNA inh,JMJD2A Tudor inh,GLS inh,RGS4 inh
COC(=O)c1ccc(NC(=O)c2cccc(OC)c2)cc1,0%[57.4 µM],-51*,?,47%,?,-4%,17%,-6%,-1%
